Bioassay records as filed in PubChem.
ALOX12 inh: Primary qHTS assay for inhibitors of human arachidonate 12S-lipoxygenase (ALOX12): Round 2. purified 12hLO, xylenol orange hydroperoxide absorbance. Potency, µM (titrated, usually from 108 µM), for the others: at the top dose activity change, negative = inhibition, most hits filed as inhibitors. AID 1671190, 2021. 580,000 tested, 1.1% active. Polyunsaturated fatty acid lipoxygenase ALOX12 (Homo sapiens), P18054; active = well fitted inhibition curve with a large enough effect; inconclusive = small, poorly fitted or top-dose-only effect, or another doubt; inactive = no such curve, though single readings can be large or run the other way; also: potency is read from the fitted curve at half-maximal effect
Target sequence (P18054 whole entry, looked up): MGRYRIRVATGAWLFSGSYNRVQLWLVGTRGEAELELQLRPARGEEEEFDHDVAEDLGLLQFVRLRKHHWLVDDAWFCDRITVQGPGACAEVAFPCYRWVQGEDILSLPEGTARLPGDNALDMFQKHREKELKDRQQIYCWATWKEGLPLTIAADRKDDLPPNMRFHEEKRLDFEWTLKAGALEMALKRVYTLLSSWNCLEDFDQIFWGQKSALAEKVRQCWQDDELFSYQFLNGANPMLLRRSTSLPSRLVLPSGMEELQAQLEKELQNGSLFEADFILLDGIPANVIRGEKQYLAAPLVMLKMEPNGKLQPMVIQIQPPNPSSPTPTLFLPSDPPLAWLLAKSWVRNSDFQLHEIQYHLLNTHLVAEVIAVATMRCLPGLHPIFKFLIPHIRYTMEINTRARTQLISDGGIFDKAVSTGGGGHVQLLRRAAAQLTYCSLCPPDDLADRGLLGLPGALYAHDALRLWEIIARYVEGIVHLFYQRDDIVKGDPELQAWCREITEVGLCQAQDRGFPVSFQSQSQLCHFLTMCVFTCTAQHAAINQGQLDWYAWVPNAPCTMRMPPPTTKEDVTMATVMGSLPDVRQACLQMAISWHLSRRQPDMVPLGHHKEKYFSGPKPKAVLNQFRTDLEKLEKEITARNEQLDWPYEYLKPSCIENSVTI
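Purified human 12hLO at 150 nM in 25 mM Hepes, 0.01% Triton X-100, pH 7.0, preincubated 15 min at room temperature with compound. Reaction started with 40 uM arachidonic acid, 30 min at room temperature. Hydroperoxide measured by Fe-xylenol orange, 573/405 nm absorbance ratio.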
LDHA block: qHTS assay for inhibitors of human lactate dehydrogenase; L-lactate dehydrogenase A chain (Homo sapiens), P00338; purified LDHA, NADH/diaphorase-resazurin fluorescence; active compounds read low; activity change, % (values are at about 110 or 230 µM); 480,000 tested, 0.15% active; in the data active = activity change below about -30%; inconclusive = mostly about -25% to -30%;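 also: plate controls were DMSO wells for no effect and wells without enzyme for full effect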
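Resorufin fluorescence (ex540/em590), read at 0 and 20 min after diaphorase/resazurin addition, reports the NADH left after a 5 min room-temperature reaction of 2 nM human LDH5 with 0.06 mM NADH and 0.2 mM pyruvate.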
* = called active by the depositor; ? = inconclusive; [ ] = dose if it differs, or a comment. Unless noted, % is scaled to controls: 0 for no effect and ±100 for the full control effect. The list is partial (hit frequency here may not be typical).

SMILES	ALOX12 inh	LDHA block
O=c1cc(CN2CCCCC2)c2ccccc2o1	?	-7
CC(C)c1ccc(CC(=O)N2CCC2(C)C(=O)NCCC#N)cc1 (stereo unspecified)	10%	-9
O=c1cc(-c2ccc(Cl)cc2)oc2ccc(F)cc12	3%	-8
Cc1nc(N2CCOCC2)ncc1-c1cc(=O)[nH]c(Nc2cccc(C(F)(F)F)c2)n1	?	-5
CC(C)CC(NC(=O)C1CCCCC1)C(=O)NCCc1ccccc1 (stereo unspecified)	-60%	?
Cc1ccc(-c2nc(SCC(=O)N3CCCc4ccccc43)n3[nH]c(=O)cc3n2)cc1	?	4
Cc1cc(Cl)nc(Cl)c1CCCl	?	-4
CC(C)(C)c1ccc(-c2nnc(-c3ccc(Br)o3)o2)cc1	-11%	1
O=C(CCc1c(-c2ccc(F)cc2)[nH]c2ccc(F)cc12)N1CCC1	-22%	3
Cc1ccc(N2C(=O)c3cccnc3C2Nc2ccc3c(c2)OCO3)cc1 (stereo unspecified)	?	-7
O=C(NCc1cccnc1)c1cccc2ccccc12	20%	-24
CCOC1=C2CN(S(=O)(=O)c3ccc(C)cc3)[C@@H](c3cccc4ccccc34)C[C@H]2[C@H]2C(=O)N(c3ccccc3)C(=O)[C@H]2C1	1%	-5
O=c1[nH]c(=S)[nH]c2c1[C@H](C1CC1)O[C@H](CCc1ccccc1)C2	?	4
Cc1cccc(C(=O)NCC(O)(c2ccccc2)C(F)(F)F)c1 (stereo unspecified)	-2%	-1
CCC1c2ccsc2CCN1C(=O)/C=C/c1ccc(C)cc1 (stereo unspecified)	5%	13
Clc1cccc(-c2nc(CN3CCCC3c3nnc4ccccn34)co2)c1 (stereo unspecified)	-1%	4
Cc1ccc(-c2cc(C(=O)NCCO)c3ccccc3n2)cc1	18%	7
Cc1nc2cc(F)ccc2cc1C(=O)N1CCN(Cc2ccccc2F)CC1	?	27
Cc1ccc2occ(CC(=O)Nc3sc4c(c3C(=O)NCc3ccco3)CCCC4)c2c1	-13%	6
Cc1ccc(C(NC(=O)c2cc(=O)c3cc(C)ccc3o2)C2CC2)cc1 (stereo unspecified)	-54%	1
Cc1nc(Nc2ccccc2F)sc1C(=O)Nc1ccccc1	?	4
O=c1cc(CN2CCN(c3ccc(Cl)c(Cl)c3)CC2)c2c(ccc3ccccc32)o1	?	-5
CC(=O)c1cccc(OCc2coc(-c3cccc(F)c3)n2)c1	-21%	-1
CCCCOCCN(C)CC(=O)NCCCOC	3%	2
COc1ccc(CNC(=O)[C@@H](NC(=O)N2CCn3c2nc2ccccc23)C(C)C)cc1	24%	6

Continued.
SMILES	ALOX12 inh	LDHA block
CCn1c(SCC(=O)Nc2cccc(Br)c2)nc2c(-c3ccccc3)c[nH]c2c1=O	49%[activator]	-1
Cc1ccc(Cn2cc(C(=O)NCCCc3[nH]nc(N)c3C#N)c(-c3ccc(C)cc3)n2)cc1	12%	0
CC(O)CNC(=O)Nc1sc2c(c1C#N)CC(C)(C)OC2 (stereo unspecified)	?	5
Cc1ccc(CN2C(=O)c3ccccc3C2c2nnnn2C(C)C)cc1 (stereo unspecified)	3%	-6
Cn1ncc2c(Nc3cccc4c3CCCC4)ncnc21	-14%	5
Cc1cccc(C(=O)Nc2ccc(NC(=S)NC(=O)c3ccc(Cl)cc3)cc2)c1	?	3
Cc1ccc(Sc2nc(C)cc(C)n2)cc1	1%	9
CCC1CN(CC(=O)Nc2ccc(OC)c(Cl)c2)c2ccccc2S1 (stereo unspecified)	?	6
O=S1(=O)C[C@@H](N2CCN(CC3CC3)CC2)[C@H](COCc2ccccc2)N1	-3%	-2
CCCNC(=O)NC(=O)CN1CCC(C)CC1	-14%	-5
N#C/C(=C\c1coc2ccccc2c1=O)c1nc2ccccc2[nH]1	-28%	30
COc1ccc(-c2cccc(N3CCN(c4ccccn4)CC3)n2)cc1OC	?	-6
CC(C)(C)c1nnc2sc(-c3cc4ccccc4[nH]3)nn12	?	0
CCOC(=O)C1(C)CCCN1C(=O)c1sccc1C (stereo unspecified)	-1%	-6
Cn1c(=O)c2c(-c3ccccc3)n(-c3cccc(O)c3)cc2n(C)c1=O	-24%	7
CCC(CC)C(=O)Nc1c(C)cccc1C	43%[activator]	-1
O=S(=O)(c1ccc(N2CCN(Cc3cccc4ccccc34)CC2)nc1)N1CCCC1	2%	3
O=S(=O)(c1ccccc1Cl)N1CCN(C/C=C/c2ccccc2)CC1	-19%	0
O=C(/C=C/c1ccc([N+](=O)[O-])cc1)c1ccc(-c2ccccc2)cc1	-2%	-3
CCc1ccc2[nH]c(C)c(CN(CC)CC)c(=O)c2c1	74%[activator]	-5
CCCCC(=O)Nc1ccc(-c2nc(-c3ccccc3)co2)cc1	0%	1
COC(=O)C[C@@H]1C=C[C@@H](NC(C)=O)[C@@H](CO)O1	-4%	-4
O=C(CCSc1ccc(F)cc1)NCc1cccc(Cl)c1	-22%	22
O=C(COC(=O)c1cc2c(s1)CCCCC2)NC(=O)NC1CCCC1	-10%	10
O=C(NCCc1cccc(F)c1)c1ccccn1	0%	-2

A second format for part of the listing above:
| structure | ALOX12 inh | LDHA block |
| --- | --- | --- |
| CCCCC(=O)Nc1ccc(-c2nc(-c3ccccc3)co2)cc1 | 0% | 1 |
| COC(=O)C[C@@H]1C=C[C@@H](NC(C)=O)[C@@H](CO)O1 | -4% | -4 |
| O=C(CCSc1ccc(F)cc1)NCc1cccc(Cl)c1 | -22% | 22 |

Looked up above.
Cn1c(=O)c2c(-c3ccccc3)n(-c3cccc(O)c3)cc2n(C)c1=O in LDHA block is listed with 7
O=C(CCSc1ccc(F)cc1)NCc1cccc(Cl)c1 in LDHA block is listed with 22

Continuation.
SMILES	ALOX12 inh	LDHA block
CN(C)C(=O)c1cccc(-c2cnc3cccnn23)c1	-9%	-4
CC(C)(C)c1nc2cc(NC(=O)CNC(=O)c3ccco3)ccc2o1	-52%	-3
Cc1[nH]c2ccccc2c1CC(=O)NCc1ccccc1	4%	-4
COc1ccc(CCNC(=O)CCc2c(C)nn(C)c2C)cc1OC	-6%	1
COc1ccc2c(c1)C(CC(C)=O)N(c1ccc(-c3cccs3)cc1)C(c1ccsc1)=C2 (stereo unspecified)	0%	7
O=C(O)CC1(CC(=O)Nc2ccccc2NS(=O)(=O)c2ccc(F)cc2)CCCCC1	0%	-2
CC(NC(=O)c1c(N)[nH]c(C(=O)c2ccccc2)c1-c1ccccc1Br)c1cccc2ccccc12 (stereo unspecified)	140%[activator]	10
Cc1ccc(C)c(NC(=O)C(Sc2nnnn2C2CCCC2)c2ccccc2)c1 (stereo unspecified)	23%	9
O=C(OCCOc1cccc(Cl)c1)c1cc(=O)c2ccccc2o1	4%	?
COc1cc(CN2C[C@@H](CO)O[C@@H](n3cnc4c(NCc5ccc(F)cc5)ncnc43)C2)cc(OC)c1OC	-21%	-8
O=C(NCCc1ccc(Cl)cc1)C1CCOCC1	-27%	2
COC(=O)CNC(=O)c1cc(-c2cccs2)nc2ccccc12	?	1
N#C/C(=C/c1ccc([N+](=O)[O-])cc1)c1ccc(C(F)(F)F)cn1	?	8
Cc1c(C(=O)N2CCOCC2)c(S(=O)(=O)Nc2cccc3c2CCCC3)c(C)n1C	0%	3
OCCNc1ncnc2c1ncn2[C@H]1CN(Cc2ccco2)C[C@@H](CO)O1	4%	1
CCc1ccc(C(=O)c2cnc3ccc(OC)cc3c2N2CCOCC2)cc1	28µM*	4
CS(=O)c1ccc(C(=O)NCc2ccc(-c3nc4ccccc4s3)o2)cc1 (stereo unspecified)	?	10
CC(C)CSc1nnc(-c2c[nH]c3ccccc23)n1C1CC1	?	-1
COCCCN1C(=O)C(CC(=O)NC2CCCC2)CC(C(=O)N(C(C)C)C(C)C)=C1C (stereo unspecified)	43%[activator]	-5
Cc1cccc(C)c1-n1nnnc1Sc1nnnn1-c1ccccc1	2%	7
CCOC(=O)c1c(C)oc(NC(=O)c2cc(-c3ccc(OC)cc3)on2)c1C#N	32%[activator]	2
CCC(C)(C)c1ccc(Oc2ccc(NC(=O)/C=C/c3ccc(Cl)cc3Cl)cc2)cc1	11%	-6
O=C(c1[nH]c(C(F)(F)F)nc1-c1ccccc1)N1CCN(c2ncccc2C(F)(F)F)CC1	-4%	-3
CCCC/C=C/c1cccc2nncn12	7%	1
CCC(C)NC(=O)Cn1c(-c2ccc(F)cc2)nc(C)cc1=O (stereo unspecified)	1%	7

The list continues:
SMILES	ALOX12 inh	LDHA block
Cc1ccc(-n2nnc(C(=O)NC3CCCCCC3)c2C)cc1C	?	4
COc1ccc(C2=NS(=O)(=O)N(C)C(C(=O)NC(C)C)=C2)cc1OC	-4%	3
Cc1ccc(CN2CCN(c3nc4c([nH]3)c(=O)n(C)c(=O)n4C)CC2)cc1	-9%	11
Cc1cc(OCC(=O)Nc2ccccc2N2CCN(S(C)(=O)=O)CC2)cc(C)c1Cl	2%	2
CCN(c1ccc(NC(=O)CCc2ccccc2)cc1)C(C)C	?	1
O=S(=O)(NCC[C@@H]1CC[C@H](NS(=O)(=O)c2cccc(F)c2)[C@@H](CO)O1)c1cccc(F)c1	?	4
COc1ccc(N(C)S(=O)(=O)c2cccc(C(=O)Nc3ccc4oc(C)nc4c3)c2)cc1	-4%	7
CN(C)CCNc1oc(COc2ccccc2)nc1C#N	38%	-3
COc1cc(CN2C[C@@H](CO)O[C@@H](n3cnc4c(N5CCOCC5)ncnc43)C2)cc(OC)c1OC	-17%	-6
O=C1OC(C(Cl)(Cl)Cl)Nc2ccccc21 (stereo unspecified)	?	1
CC(=O)c1c(C)[nH]c(C(=O)C(C)OC(=O)c2cccc(F)c2)c1C (stereo unspecified)	?	8
CN1CCN(C(=O)C[C@@H]2C=C[C@H](NS(=O)(=O)c3cccc(F)c3)[C@@H](CO)O2)CC1	-4%	1
CC(C)C(=O)N1CCC(C(=O)NCC2(c3ccc(F)cc3)CC2)CC1	99%[activator]	1
COc1ccc(Cc2c(-c3ccccc3)nc3ccc(Cl)cn23)c(C)c1	?	-3
O=C(Nc1c(NCc2ccccc2)c2ccccc2oc1=O)c1cccc(Cl)c1	?	4
Cc1ccc2[nH]cc(C(C(=O)O)N3CCN(c4ccccc4)CC3)c2c1 (stereo unspecified)	70%[activator]	7

Structures shown so far that have an NH in an aromatic ring (16):
SMILES	ALOX12 inh	LDHA block
Cc1nc(N2CCOCC2)ncc1-c1cc(=O)[nH]c(Nc2cccc(C(F)(F)F)c2)n1	?	-5
Cc1ccc(-c2nc(SCC(=O)N3CCCc4ccccc43)n3[nH]c(=O)cc3n2)cc1	?	4
O=C(CCc1c(-c2ccc(F)cc2)[nH]c2ccc(F)cc12)N1CCC1	-22%	3
O=c1[nH]c(=S)[nH]c2c1[C@H](C1CC1)O[C@H](CCc1ccccc1)C2	?	4
CCn1c(SCC(=O)Nc2cccc(Br)c2)nc2c(-c3ccccc3)c[nH]c2c1=O	49%[activator]	-1
Cc1ccc(Cn2cc(C(=O)NCCCc3[nH]nc(N)c3C#N)c(-c3ccc(C)cc3)n2)cc1	12%	0
N#C/C(=C\c1coc2ccccc2c1=O)c1nc2ccccc2[nH]1	-28%	30
CC(C)(C)c1nnc2sc(-c3cc4ccccc4[nH]3)nn12	?	0
CCc1ccc2[nH]c(C)c(CN(CC)CC)c(=O)c2c1	74%[activator]	-5
Cc1[nH]c2ccccc2c1CC(=O)NCc1ccccc1	4%	-4
CC(NC(=O)c1c(N)[nH]c(C(=O)c2ccccc2)c1-c1ccccc1Br)c1cccc2ccccc12 (stereo unspecified)	140%[activator]	10
CC(C)CSc1nnc(-c2c[nH]c3ccccc23)n1C1CC1	?	-1
O=C(c1[nH]c(C(F)(F)F)nc1-c1ccccc1)N1CCN(c2ncccc2C(F)(F)F)CC1	-4%	-3
Cc1ccc(CN2CCN(c3nc4c([nH]3)c(=O)n(C)c(=O)n4C)CC2)cc1	-9%	11
CC(=O)c1c(C)[nH]c(C(=O)C(C)OC(=O)c2cccc(F)c2)c1C (stereo unspecified)	?	8
Cc1ccc2[nH]cc(C(C(=O)O)N3CCN(c4ccccc4)CC3)c2c1 (stereo unspecified)	70%[activator]	7
